Screening data as filed in PubChem BioAssay.
p53ts 32C kill: p53ts cell cytotoxicity, permissive temperature. H1299-p53A138V at 32C, ATP luminescence viability, 24 h. Potency, µM (highest dose often 46.1 µM), for the others: at the top dose activity change, negative = cytotoxicity, most hits filed as cytotoxic. 130,000 tested, 0.93% active. AID 924;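 also: 0% = DMSO and -100% = full killing by reference compound; nearly all actives have a fitted effect of over 55% in size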
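ATP-content luminescence (ATPlite) read-out after 24 h compound exposure at 32C in H1299-p53A138V cells (600/well). Tested up to 46 uM. Normalized to DMSO (0%) and 100 uM tamoxifen (100% killing); Hill-fit AC50.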
p53ts 39C kill: p53ts cell cytotoxicity, nonpermissive temperature | H1299-p53A138V viability at 39C, ATP luminescence, 24 h | Potency, µM (highest dose often 46.1 µM), for the others: at the highest dose activity change, negative = cell killing, hits mostly cytotoxic | 130,000 tested, 1.5% active | AID 902; also: nearly all actives have a fitted effect of over 55% in size
Imprint erasure: induces erasure of genomic imprints in mouse ES cells | mouse ES Peg3-LacZ reporter, beta-gal luminescence, 40 h | Potency, µM (titrated, usually from 60.7 µM), for inactives: top-dose activity change, positive = activation, usual class: activators | 110,000 tested, 0.02% active;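 also: 0% = negative control wells on the plate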
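Gelatin-coated wells received 300 freshly trypsinized female ES cells with a Peg3LacZ-Neo reporter on the maternal allele, then incubated 40 hours at 37C. BetaGlo was added for 5 minutes at room temperature before a single luminescence read.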
IkB sig inh: inhibitors of IkB signaling in ABC-DLBCL cells; ABC-DLBCL IkBa-CBG/CBR dual luciferase ratio, 4 h; response scale: scaled: untreated 0%, proteasome inhibitor 100%; Potency, µM (titrated, usually from 57.1 µM), for the others: at the top dose IkBa stabilization activation; 110,000 tested, 0.04% active; AID 445; active = well fitted curve in the direction sought with a large enough effect in the signal ratio, not every such curve was filed as active; inconclusive = small, poorly fitted or top-dose-only effect, or a change in a side signal; the % refers to the signal ratio;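 also: the direction sought is a rising ratio; 0% = basal untreated cells and 100% = reference inhibitor full response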
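In this assay, an IκBα–CBG68 fusion accumulates when IKK-driven degradation is blocked; native CBR normalizes for cell number. OCI-Ly3 cells were treated 4 h with compound and doxycycline, then green and red light read after Chroma-Glo addition.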
An asterisk follows results filed as active; ? = inconclusive; · = not tested or not shown; [ ] = dose if it differs, or a comment. Unless noted, calls follow the shape of the dose curve; as a rule, active = well fitted curve in the direction sought with a large enough effect; inconclusive = small, poorly fitted or top-dose-only effect, or another doubt; inactive = no such curve, though single readings can be large; an effect the other way counts as inactive or inconclusive. Unless noted, % is scaled to controls: 0 for no effect and ±100 for the full control effect; potency is read from the fitted curve at half-maximal effect. Random draw from the library; 1.7% or so of the library scored in one or more.

Every second line gives: p53ts 32C kill | p53ts 39C kill | Imprint erasure | IkB sig inh
> c1ccc2c(c1)C(=Nc1ccc(N=C3c4ccccc4-c4ccccc43)cc1)c1ccccc1-2
→ 1%[9.22 µM] | 2%[9.22 µM] | 5%[10.9 µM] | -0.9%[11.4 µM]
> Cc1cccc(-c2nc3scc(CCNS(=O)(=O)c4ccc(F)c(C(F)(F)F)c4)n3n2)c1
→ -10% | 7% | -11%[10.9 µM] | -2.6%
> COCC(=O)NCc1nc2ccccc2[nH]1
→ 8% | -8% | 1% | 4.5%
> CCCOC(=O)Nc1cccc(C(C)=O)c1
→ 2% | 26% | · | ·
> O=S1(=O)N[C@H]2CC[C@@H]3NS(=O)(=O)N[C@H]4CC[C@H](N1)N4S(=O)(=O)N23
→ -1%[9.22 µM] | 6%[9.22 µM] | 6%[10.9 µM] | 0.3%[11.4 µM]
> O=C(Cc1c(O)c2ccccc2[nH]c1=O)NCc1cccc(F)c1
→ 0% | -1% | 8% | -0.4%
> CCc1ccc(S(=O)(=O)Nc2cccc(-c3ccc(N4CCCCC4)nn3)c2)s1
→ 13µM* | 16µM* | -15%[10.9 µM] | -2.1%
> COc1cccc(Cn2c(=O)n(-c3cccc(Cl)c3C)c(=O)c3c4c(sc32)CN(C(C)=O)CC4)c1
→ 0% | -16% | 22%[10.9 µM] | ?
> C/C(Cn1cnc([N+](=O)[O-])n1)=N\NC(=O)c1ccccc1
→ -11% | -2% | · | ·
> CCOC(=O)c1c(S(=O)(=O)NCC(=O)N(C)Cc2ccccc2)c(C)n(C)c1C
→ 8% | -2% | -6%[10.9 µM] | -1.2%
> CCOc1ccccc1OCC(=O)OCC(=O)Nc1ncc(Cl)cc1Cl
→ 0% | -9% | -8% | 0.5%
> Cn1c(C(=O)NCCCN2CCCC2=O)cc2c(=O)n3ccccc3nc21
→ -4% | -12% | 0% | -2.3%
> CCCCn1c(NC(=O)c2ccc(F)cc2)c(C#N)c2nc3ccccc3nc21
→ -9% | 13% | -31%[inhibitor] | ?
> COc1cccc(CNC(=O)CCc2c(C)c3cc4c(C)coc4cc3oc2=O)c1
→ -6% | 18% | -6%[10.9 µM] | ?
> CCOc1ccc(-n2nnnc2SCC(=O)N2CCOCC2)cc1
→ -4% | -4% | · | ·
> Cc1ccc(S(=O)(=O)C2(C(=O)Nc3ccc(C)c(Cl)c3)CC2)cc1
→ 10% | -17% | -3%[10.9 µM] | 3.4%
> Fc1ccc(-n2cnnn2)c(F)c1
→ -2% | 2% | 5% | 0.8%
> CS(=O)(=O)N(Cc1ccc(C(=O)NC2CCCCC2O)cc1)c1ccccc1 (stereo not drawn)
→ 12% | -5% | -7% | -2.0%
> O=C(C1CCN(S(=O)(=O)Cc2ccccc2)CC1)N1CCN(c2ccccc2F)CC1
→ -4% | -5% | -12%[10.9 µM] | ?
> CCN(CC)C(=O)N1CCC(NC(=O)Cc2ccccc2)CC1
→ 0% | -1% | 1% | 0.5%

As entered above:
p53ts 32C kill result of CCc1ccc(S(=O)(=O)Nc2cccc(-c3ccc(N4CCCCC4)nn3)c2)s1 → 13µM*
p53ts 39C kill result of CS(=O)(=O)N(Cc1ccc(C(=O)NC2CCCCC2O)cc1)c1ccccc1 (stereo not drawn) → -5%

Other records:
Every second line gives: p53ts 32C kill | p53ts 39C kill | Imprint erasure | IkB sig inh
> Cc1ccc(CCNC(=O)CCNS(=O)(=O)c2ccc3c(c2)oc(=O)n3C)cc1
→ 14% | -5% | -12% | 2.4%
> CCOC(=O)COc1ccc(CCNC(C)=O)cc1
→ -2% | 13% | 8% | -0.6%
> Cc1cc(C)n(CC(O)Cn2cnc3c2c(=O)n(C)c(=O)n3C)n1 (stereo not drawn)
→ 5% | 24% | · | ·
> CC(C)(C)n1nnnc1C(c1ccc(Cl)cc1)N(Cc1cccnc1)Cc1ccco1 (stereo not drawn)
→ -18% | -11% | · | ·
> CC(NC(=O)c1cccnc1)C(=O)N1CCCCC1 (stereo not drawn)
→ -2% | -8% | -18% | -1.1%
> COc1ccc(OC)c(C(=O)CN2C(=O)N(c3ccc(C)cc3)S(=O)(=O)c3ccccc32)c1
→ 8% | 7% | -9%[10.9 µM] | -3.9%
> O=C(Nc1cccc2cccnc12)c1ccc(-c2cccc(Cl)c2)o1
→ -7% | 13% | 15%[10.9 µM] | -2.8%
> c1ccc(CSc2nnnn2-c2cccc3ccccc23)nc1
→ 7% | 0% | -18% | -1.2%
> COc1ccc(-n2nnnc2C2CCN(S(=O)(=O)c3ccc(NC(C)=O)cc3)CC2)cc1
→ 0% | -18% | -18%[10.9 µM] | -0.9%
> CCCCn1nnnc1NCc1ccc(OC)c(OC)c1
→ -2% | 8% | -2% | 0.6%
> O=C(O)CCc1ccc(-c2cccs2)o1
→ -3% | 7% | -67%[inhibitor] | 5.0%
> C=CCN(CC=C)C(=O)CN1C(=O)c2ccccc2C1=O
→ -3% | 3% | 11% | 1.3%
> COc1cc(Cl)c(NC(=O)CN2C(=O)c3cccnc3Sc3ccccc32)c(OC)c1
→ 1% | -15% | -8%[10.9 µM] | 1.9%
> CCCNC(=S)N1CCC(NC(=O)C23CC4CC(CC(C4)C2)C3)CC1
→ -5% | 0% | · | ·
> Cc1nnc(SCC(=O)NCc2cccc(F)c2)c2nn(-c3ccccc3)c(C)c12
→ 19% | 5% | -7%[10.9 µM] | -2.8%
> COc1ccc(-c2ccc(CCC(=O)O)n2-c2ccc(Cl)cc2C)cc1
→ 2% | 3% | -6%[10.9 µM] | ?
> COc1ccc(-c2nnc(SCCC(=O)O)n2C)cc1OC
→ 1% | 13% | 5% | 2.8%
> O=C(CN1CCC(C(=O)c2ccc3c(c2)OCCO3)CC1)NC1CCCC1
→ 7% | 4% | -11% | 0.3%
> COc1ccc(OC)c(C(=O)COC(=O)c2ccccc2O)c1
→ 2% | -13% | -15% | 1.2%
> O=C(CSc1nc2ccccc2o1)NC(=O)NCc1ccco1
→ 9% | 6% | -15% | 5.4%
> CCN(CC)C(=O)c1sc2c(c1C)c(=O)n(Cc1ccccc1)c(=O)n2Cc1c(C)cc(C)cc1C
→ 49%[activator] | -10% | -17%[10.9 µM] | ?
> CC1CCN(CCNC(=O)c2ccc(NC(=O)C3CCCO3)cc2)CC1 (stereo not drawn)
→ 7% | -5% | -2% | -1.1%
> CNC(=O)OC(C)CNS(=O)(=O)c1ccc(C)cc1 (stereo not drawn)
→ -4% | 15% | -11% | 0.2%
> COc1ccccc1CNC(=O)CCc1c(C)nc2cc(-c3ccc(Cl)cc3)nn2c1C
→ 13% | ? | -3%[10.9 µM] | ?
> CC(C)CN(CCCNC(=O)c1cc(-c2cccs2)nc2ccccc12)CC(C)C
→ -2% | 4% | -18%[10.9 µM] | 2.0%
> COc1cccc(N2CCN(C(=O)CCCn3c(=O)[nH]c4ccc(Br)cc4c3=O)CC2)c1
→ 13µM* | -17% | -14%[10.9 µM] | ?
> CC(C)Sc1ncc(Cl)c(C(=O)Nc2nc3ccc(S(C)(=O)=O)cc3s2)n1
→ -20% | -9% | 25%[10.9 µM] | ?
> C=CC(=O)NC(C)C
→ -2%[1.84 µM] | 0% | 2% | 1.2%
> c1ccc(Cn2nnc3c(N4CCC5(CC4)OCCO5)ncnc32)cc1
→ 1% | -4% | -13% | 1.2%
> Cc1nn(CC(=O)Nc2cccnc2N2CCOCC2)c(=O)c2ccccc12
→ -7% | 3% | 1% | 0.5%
> CC(C)(C)C(=O)COC(=O)c1ccc(O)cc1
→ -4% | -3% | -1% | 0.9%
> O=C(NC1CCCCC1)C1CCN(C(=O)NCc2ccccc2)CC1
→ -3% | 12% | 25% | 0.2%
> COc1ccc(NC(=O)c2ccco2)cc1NC(=O)C(C)(C)Oc1ccc(Cl)cc1
→ -9% | -13% | -7%[10.9 µM] | ?
> CCc1ccccc1NC(=O)CSc1nc(C)c(C(=O)Nc2ccccc2)c(-c2ccc(Cl)cc2)c1C#N
→ 14% | -13% | 13%[10.9 µM] | ?
> Cc1ccc(NC(=O)Cn2c(=O)n(CCc3ccccc3)c(=O)c3c4c(sc32)CCCC4)cc1C
→ 9% | -22% | -7%[10.9 µM] | -0.2%
> Cc1ccc(O)c(-c2n[nH]c3c2C(c2ccc(F)cc2)N(Cc2ccco2)C3=O)c1 (stereo not drawn)
→ 39%[activator] | ? | -7%[10.9 µM] | ?
> CCn1c(SC(C)C)nnc1-c1cc(-c2ccccc2)sc1N
→ 4% | -29% | · | ·
> CCNc1ncc2nc(-c3cn(C)c4ccccc34)c(=O)n(Cc3cccs3)c2n1
→ -11% | -11% | -9% | -0.3%[11.4 µM]
> O=C(CSc1nc(-c2ccc(F)cc2)cc(C(F)(F)F)n1)NCCN1CCOCC1
→ 2% | 6% | -8% | 1.6%
> O=C(Nc1ccc(Cl)cn1)Nc1cccs1
→ -10% | -12% | -27% | 0.0%
> CN1c2ccccc2C(C)(C)C12CCCC(=O)N2 (stereo not drawn)
→ 0% | -4% | -8% | 1.2%
> CCCOc1ccc2c(C)c(CC(=O)OC)c(=O)oc2c1
→ -9% | -14% | -22% | 4.6%
> O=C(CCCc1nc(-c2ccccc2)no1)N1CCOCC1
→ 12% | -1% | -11% | -8.3%
> CCc1ccccc1N(C)C(=O)c1cn(CC(C)C)c(=O)c2cc(OC)c(OC)cc12
→ 17% | 8% | 7%[10.9 µM] | ?
> CCN1N=C(c2cc(Cl)sc2Cl)CSC1=O
→ 1% | 16% | · | ·
> O=C(O)Cn1nc(N2CCN(c3ccc(F)cc3)CC2)ccc1=O
→ 10% | 25% | -6%[10.9 µM] | -1.2%
> CC[C@@H]1CC(=O)N(SC[C@H](N)C(=O)O)C1=O
→ -1%[9.22 µM] | 3%[9.22 µM] | -12%[10.9 µM] | 0.6%[11.4 µM]
> Cc1ccc(N(C(=O)COc2ccccc2C)S(=O)(=O)c2ccc(Cl)cc2)cc1
→ 15% | -5% | -12%[10.9 µM] | ?
> CC(C)NC(=O)C1CC(=O)N(c2ccc(F)c(Cl)c2)C1 (stereo not drawn)
→ -2% | 21% | 13% | 0.2%
> CCOC(=O)c1cnc(Nc2nc3ccccc3o2)nc1CSc1ncccn1
→ 2% | 20% | -10% | 4.0%
> O=C1CCCC/C1=C\Nc1ccc(O)cc1
→ -4% | -9% | -3% | -1.4%
> CCN(c1cccc(C)c1)S(=O)(=O)c1ccc2[nH]cc(C(=O)NCCCOC)c(=O)c2c1
→ 18% | 6% | -21%[10.9 µM] | ?
> COc1ccc(OC)c(-c2cc(C(=O)Nc3cccc(Cl)c3C)no2)c1
→ -20% | ? | -5%[10.9 µM] | ?
> CC(C)n1cc2c(c1-c1ccccc1Cl)c(=O)n(C)c(=O)n2C
→ 9% | -2% | 17%[10.9 µM] | -2.1%
> CC(=O)c1cccc(NC(=O)CCOc2ccccc2)c1
→ -2% | 3% | -11% | 0.2%
> COCC(C)NC(=O)CCSc1nc(-c2ccc(OC)cc2)cc(C(F)(F)F)n1 (stereo not drawn)
→ -3% | 20% | · | ·
> CCN(Cc1ccccc1)c1ncnc2c1nnn2C
→ 0% | 20% | 13%[10.9 µM] | -2.4%
> CSc1nc2c(c(=O)[nH]1)C(c1ccncc1)C(C(=O)OC(C)C)=C(C)N2 (stereo not drawn)
→ -1% | 1% | -12% | -0.2%
> COc1ccc(N/C=C2\CCOC2=O)cc1
→ -2% | 5% | 1% | 1.0%
> Cn1cnnc1SCC(=O)NCc1cccc(C(F)(F)F)c1
→ -13% | -8% | 2% | 3.3%

Laid out differently: entries from further up.
Molecule,p53ts 32C kill,p53ts 39C kill,Imprint erasure,IkB sig inh
CC(=O)c1cccc(NC(=O)CCOc2ccccc2)c1,-2%,3%,-11%,0.2%
COCC(C)NC(=O)CCSc1nc(-c2ccc(OC)cc2)cc(C(F)(F)F)n1 (stereo not drawn),-3%,20%,·,·
CCN(Cc1ccccc1)c1ncnc2c1nnn2C,0%,20%,13%[10.9 µM],-2.4%
CSc1nc2c(c(=O)[nH]1)C(c1ccncc1)C(C(=O)OC(C)C)=C(C)N2 (stereo not drawn),-1%,1%,-12%,-0.2%
COc1ccc(N/C=C2\CCOC2=O)cc1,-2%,5%,1%,1.0%
